# Screening data as filed in PubChem BioAssay.
# GoLoco inh red – RGS12 GoLoco-Gai1 interaction inhibition. Gai1:RGS12 GoLoco peptide FP, rhodamine, 10 min. Potency, µM (top dose mostly 61.6 µM), inactives show at the top dose activity, negative = inhibition, actives largely listed as inhibitors. 230,000 tested, 0.44% active; active = well fitted inhibition curve with a large enough effect, not every such curve was filed as active; inactive = no such curve, though single readings can be large or run the other way; note: % is set by controls: 0 for no effect and ±100 for the full control effect; nearly all actives have a fitted effect of over 30% in size; many of its hits are not listed in these tables
# Target sequence (P63096 whole entry, looked up): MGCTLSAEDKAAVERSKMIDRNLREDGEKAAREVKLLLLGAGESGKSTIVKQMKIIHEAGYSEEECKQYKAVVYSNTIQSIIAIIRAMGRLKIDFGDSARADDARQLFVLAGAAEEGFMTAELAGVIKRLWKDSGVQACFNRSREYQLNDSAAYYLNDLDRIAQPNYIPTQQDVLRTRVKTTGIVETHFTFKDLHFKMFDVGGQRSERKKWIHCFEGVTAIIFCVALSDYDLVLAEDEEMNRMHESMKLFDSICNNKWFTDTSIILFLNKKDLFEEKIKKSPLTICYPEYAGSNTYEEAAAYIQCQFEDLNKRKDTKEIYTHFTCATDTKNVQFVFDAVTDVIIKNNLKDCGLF
# IMPase Li cell – IMPase inhibition in cells with lithium potentiation. CHO-M1 cells, IP1 TR-FRET (IP-One), carbachol + lithium. Potency, µM (titrated, usually from 59.4 µM), inactives show at the top dose activity, negative = IMPase inhibition, most hits filed as inhibitors. 210,000 tested, 0.35% active;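 note: IP1 builds up when IMPase is blocked and the TR-FRET signal falls; plate controls were basal vehicle for no effect and high inhibitor control for full effect; nearly all actives have a fitted effect of over 50% in size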
#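 CHO cells stably expressing M1 receptor (2000/well) were cultured 16–30 h, then exposed to compounds with a small lithium addition for 30 min at 37C. IP1 was measured by TR-FRET competition; AC50 from Hill fits.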
# HTT cytoprotect – Huntington cell model cytoprotection by ATP luminescence; PC12 HTT-Q103 induced, cytoprotection, ATP luminescence, 40 h; Potency, µM (highest dose often 56.4 µM), for inactives: cytoprotection (ATP increase), actives largely listed as activators; 230,000 tested, 0.14% active;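 note: % of control where 0% means no effect; nearly all actives have a fitted effect of over 45% in size; toxic huntingtin expression switched on by the ecdysone agonist tebufenozide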
#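 Cells were plated at 1500 per well in phenol red-free DMEM with 5% equine and 5% calf serum. Tebufenozide (100 nM final) and compounds were added, then ATPlite reagent, and luminescence was read.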
# GAA spleen mod – inhibitors or activators of human alpha-glucosidase in spleen homogenate | P10253 | human spleen homogenate, 4-MU-alpha-glucoside fluorescence | Potency, µM (doses to about 79.9 µM), for the others: at the top dose activity change, negative = inhibition, hits mostly inhibitors | 240,000 tested, 0.006% active;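 note: 0% = enzyme with vehicle and -100% = no enzyme basal signal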
#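 AC50 values come from Hill-equation fits of concentration-response data, normalized to no-enzyme and full-activity controls. Enzyme source: 1 ug human spleen homogenate; 1 mM fluorogenic 4-MU glucoside, pH 5.0 citrate buffer, 37 C, 40 min.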
# GAA glycogen – inhibitors or activators of human alpha-glucosidase glycogen cleavage; P10253; recombinant GAA, glycogen substrate, Amplex Red glucose oxidase fluorescence; Potency, µM (series often up to 76.4 µM), without a hit: at the top dose activity change, negative = inhibition, usual class: inhibitors; 300,000 tested, 0.38% active; AID 2100;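 note: 0% = full enzyme reaction and -100% = no-enzyme basal signal; the screen sought inhibitors and activators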
#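 Recombinant enzyme (4 nM final) with compounds titrated up to 77 uM and bovine liver glycogen (30 ug) in citrate pH 5.0, 0.01% Tween-20, 37 C 40 min. Released glucose detected by Amplex Red/glucose oxidase (Ex 573/Em 610); AC50 from Hill fits.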
# GAA inhib – blocks human lysosomal alpha-glucosidase; P10253; purified human GAA, 4-MU-alpha-glucoside fluorescence; Potency, µM (top dose mostly 76.9 µM), for inactives: top-dose activity change, negative = inhibition, actives largely listed as inhibitors; 200,000 tested, 0.005% active; AID 1466;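 note: plate controls were uninhibited enzyme wells for no effect and no-enzyme background for full effect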
#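 Enzyme (4 nM final) mixed with compound (up to 77 uM), then 4-MU-alpha-D-pyranoside (400 uM final) added; 20 min at room temperature, pH 5.0. Reaction stopped at pH 10, fluorescence read, AC50 derived by Hill fit.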
# HTT aggregate – mutant huntingtin aggregation inhibition. Potency, µM (highest dose often 46.1 µM), inactives show at the top dose activity change, negative = inhibition, most hits filed as inhibitors. PC12 HttQ103-GFP aggregates, Acumen cytometry, 40 h. 220,000 tested, 1.1% active; note: % is set by controls: 0 for no effect and ±100 for the full control effect; nearly all actives have a fitted effect of over 60% in size
#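 Multiplexed with ATP-based cell death, this channel scores GFP aggregates in PC12 cells expressing inducible HTTex1-Q103-GFP. Induction used 100 nM tebufenozide; compounds were tested in concentration series.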
# * hit, by the source's call; ? = inconclusive; / = no result given; [ ] = dose if it differs, or a comment. Unless noted, calls come from the whole dose curve; as a rule, active = well fitted curve in the direction sought with a large enough effect; inconclusive = small, poorly fitted or top-dose-only effect, or another doubt; inactive = no such curve, though single readings can be large; an effect the other way counts as inactive or inconclusive. Potency is the fitted concentration of half-maximal effect. Some of the compounds tested, so the mix of outcomes need not match the whole.
SMILES,GoLoco inh red,IMPase Li cell,HTT cytoprotect,GAA spleen mod,GAA glycogen,GAA inhib,HTT aggregate
CC1=C(C(=O)OC(C)C)[C@@H](c2cccc3nonc23)C([N+](=O)[O-])=C(C)N1,-0.8%,7.6%,4.7%,-9.2%,/,/,/
CCC(C)C(=O)Nc1nc(C)c(-c2csc(Nc3ccccc3OC)n2)s1 (configuration not stated),9.4%,10.8%[38.3 µM],-57.8%[inhibitor],-7.6%,?,-2.1%,?
O=[N+]([O-])c1ccc(NCCCNS(=O)(=O)c2ccccc2)c(Cl)c1,1.5%,12.6%,8.0%[10 µM],2.7%,-4.4%,-8.9%,-26.1%
Cc1c(OCC(=O)N(C)C)ccc2c3c(c(=O)oc12)CCCCC3,21.6%,12.9%,-13.9%,-1.7%,-8.4%,5.7%,4.2%
COc1ccc([N+](=O)[O-])cc1NC(=O)Cc1ccc(C)cc1,5.1%,6.5%,27.9%[10 µM],-3.0%,1.8%,3.7%,-6.8%
O=C1N(c2ccccc2)C2CS(=O)(=O)CC2N1c1ccc(Br)cc1 (configuration not stated),11.4%,25.5%[38.3 µM],-26.4%[0.074 µM],-3.0%,3.7%,0.1%,5.4%
CCOC(=O)C1CCN(Cc2cnc(Oc3ccc(OC)cc3)s2)CC1,1.0%,-5.9%[38.3 µM],-27.2%,-8.1%,9.4%,-4.9%,9.4%
O=C(/C=C/c1ccc(Cl)cc1)N1CCN(c2ccccn2)CC1,-2.3%,-6.8%,/,2.3%,0.3%,-9.6%,4.7%
O=[N+]([O-])c1cccc(-c2ccc(SCc3ccccn3)nn2)c1,17.8%,-6.8%,-41.5%[inhibitor],/,-8.2%,-2.2%,-3.2%
CCOC(=O)c1ccccc1Nc1cn(C(C)=O)c2ccccc12,-8.5%,16.3%[38.3 µM],-48.2%[inhibitor],-8.1%,-12.5%,-7.7%,-15.6%
Cc1cccc(C)c1NC(=O)CSc1nnc(Cc2ccccc2)o1,-4.2%,-1.0%,-10.6%[10 µM],-10.8%,-2.3%,-6.9%,-18.1%
CC(=O)NN1C(=O)c2ccc(Oc3ccc4c(c3)C(=O)N(NC(C)=O)C4=O)cc2C1=O,-19.0%,1.8%,9.7%,5.1%,-6.5%,-4.1%,15.8%
Cn1c(CNc2ccc(Cl)cc2)nnc1SCCN1CCCCC1,6.1%,-2.1%,23.9%[10 µM],-16.2%,-9.1%,0.8%,-0.3%
Cn1c(=O)[nH]c(=O)c2c1nc(Br)n2Cc1ccccc1Cl,10.1%,-10.9%[38.3 µM],-25.7%[10 µM],-12.8%,0.8%,?,-7.8%
O=C(CNCC1CCCO1)N1CCN(S(=O)(=O)c2ccc3ccccc3c2)CC1 (configuration not stated),2.6%,21.6%[38.3 µM],10.8%,2.5%,-2.0%,-10.9%,-4.5%
O=C(CCCn1c(=O)c2ccccc2n(CC(=O)N2CCN(c3ccccc3)CC2)c1=O)NCc1ccco1,24.4%,-1.3%,-36.2%[inhibitor],-0.1%,-4.1%,1.1%,-7.5%
CCOC(=O)C1=C(c2ccccc2)NC(SCC(N)=O)=C(C#N)C1c1cccnc1 (configuration not stated),-14.9%,23.4%[38.3 µM],-15.6%,-14.4%,-16.5%,-4.6%,6.3%
CCN(CC)S(=O)(=O)c1ccc2oc(SCC(=O)NCc3ccccc3)nc2c1,5.8%,4.6%[38.3 µM],-13.6%[10 µM],1.0%,15.7%,-11.8%,-13.9%
CC(C)(C)c1ccc(NC(=O)COC(=O)C2=COCCO2)cc1,-8.7%,-9.5%[38.3 µM],3.5%,-1.4%,5.6%,-3.7%[15.4 µM],-11.9%
O=[N+]([O-])c1ccc(-c2nnc(-c3ccccc3)c(N3CCOCC3)n2)cc1,-5.2%,0.6%,-3.2%[10 µM],-21.3%,2.7%,3.4%,-8.9%
CSc1nc(-c2ccccc2)nc(SC)c1C(C)=O,6.9%,33.8%[38.3 µM],-22.0%,-6.7%,-6.8%,-9.7%,-11.3%
C#CCOc1ccc(/C=N/NC(=O)c2cccnc2)cc1OCC,14.5%,10.1%,-30.2%[inhibitor],/,-3.9%,-1.0%,-13.3%
COCCn1c(-c2cccc(Br)c2)nc2c(c(=O)c3ccccc3n2C)c1=O,10.8%,/,6.8%[10 µM],-6.8%,3.5%,/,18.2%[9.22 µM]
NC1=NC(c2cn[nH]c2-c2ccc(F)cc2)n2c(nc3ccccc32)N1 (configuration not stated),-0.9%,11.1%,/,7.5%,-6.2%,-1.3%,21.4%
Cc1ccccc1Cn1ccc(NC(=O)c2nn3cccnc3c2Cl)n1,-2.4%,-1.3%,-32.7%[inhibitor],-2.6%,-7.5%,0.0%,17.6%
CCCC(=O)n1nc(-c2cccnc2)nc1NCc1ccccc1,11.3%,9.8%,8.3%,1.5%,-7.9%,-9.4%,-6.8%
O=C(O)/C=C/C(=O)Nc1ccc(OCc2ccccc2)cc1,4.6%,/,-26.5%[10 µM],1.1%,-16.8%,/,-10.9%[9.22 µM]
CN1CCN(C(=S)SCC(=O)Nc2nc(-c3ccccc3)c(-c3ccccc3)o2)CC1,10.6%,20.3%,-29.4%[10 µM],4.9%,8.2%,-3.8%,-0.7%
CC(=O)c1ccc(NC(=O)N2C3CCC2CC(O)(c2cccnc2)C3)cc1 (configuration not stated),3.6%,-0.1%,-20.2%,-1.0%,-1.3%,-27.9%,?
CN(C)c1cccc(C(=O)NNC(=S)NC2CC3CCC2C3)c1 (configuration not stated),6.9%,7.6%,-9.8%,7.5%,-3.6%,0.4%,-20.1%
COC(=O)c1ccc(CNC(=O)COC(=O)C2CC3C=CC2C3)cc1 (configuration not stated),9.1%,-1.1%,-4.0%[10 µM],1.6%,1.5%,14.2%,9.4%
CC(=O)[C@@]1(O)C(C)CC2C3C=C(C)C4=Cc5c(cnn5-c5ccccc5)C[C@]4(C)C3C(O)C[C@@]21C (some centres not stated),-5.9%,/,-29.3%[10 µM],-18.8%,-5.4%,/,-10.3%[9.22 µM]
CCc1cc2cc(OC)ccc2nc1SCC(=O)NNC(=O)c1ccco1,-194.8%,0.7%,0.0%[10 µM],1.8%,4.2%,-7.4%,2.4%[9.22 µM]
COc1ccc(NC(=O)CSc2nnc(Cn3c(=O)sc4ccccc43)n2C)cc1,12.2%,-4.9%,4.0%[10 µM],0.8%,2.8%,-19.4%,-0.7%
Cc1cc(C)nc(NC(=O)CSc2nccc(C)n2)n1,-7.4%,-1.2%,10.1%[10 µM],3.2%,19.9%,7.5%,17.2%[9.22 µM]
O=C(c1cc2ccccc2o1)N1CCN(S(=O)(=O)c2cccs2)CC1,1.3%,28.1%[38.3 µM],-5.1%,-1.4%,-13.7%,-3.2%,1.5%
O=C(Cc1cccs1)N1CCN(S(=O)(=O)c2ccccc2)CC1,7.9%,7.2%,-3.4%[10 µM],-8.0%,-9.2%,?,-7.0%
O=[N+]([O-])c1ccc(-c2nc(C(Cl)Cl)c3ccccc3n2)cc1,0.8%,/,-85.8%[inhibitor][10 µM],12.6%,2.6%,/,1.78µM*
COC(=O)C1=C(O)/C(=C\c2ccc(CNS(=O)(=O)c3ccc(Cl)cc3)o2)N=C1C,19.7%,8.2%,-10.8%[10 µM],-8.7%,?,4.7%,31.2%
C=CCn1c(SCc2cccc(C#N)c2)nnc1-c1ccccc1O,-4.4%,14.3%[38.3 µM],6.3%,3.0%,-5.9%,-5.0%,15.6%

# Looked up by compound from the entries so far (six):
SMILES,GoLoco inh red,IMPase Li cell,HTT cytoprotect,GAA spleen mod,GAA glycogen,GAA inhib,HTT aggregate
Cc1cc(C)nc(NC(=O)CSc2nccc(C)n2)n1,-7.4%,-1.2%,10.1%[10 µM],3.2%,19.9%,7.5%,17.2%[9.22 µM]
CC(=O)c1ccc(NC(=O)N2C3CCC2CC(O)(c2cccnc2)C3)cc1 (configuration not stated),3.6%,-0.1%,-20.2%,-1.0%,-1.3%,-27.9%,?
CSc1nc(-c2ccccc2)nc(SC)c1C(C)=O,6.9%,33.8%[38.3 µM],-22.0%,-6.7%,-6.8%,-9.7%,-11.3%
O=C(c1cc2ccccc2o1)N1CCN(S(=O)(=O)c2cccs2)CC1,1.3%,28.1%[38.3 µM],-5.1%,-1.4%,-13.7%,-3.2%,1.5%
C=CCn1c(SCc2cccc(C#N)c2)nnc1-c1ccccc1O,-4.4%,14.3%[38.3 µM],6.3%,3.0%,-5.9%,-5.0%,15.6%
O=[N+]([O-])c1ccc(-c2nc(C(Cl)Cl)c3ccccc3n2)cc1,0.8%,/,-85.8%[inhibitor][10 µM],12.6%,2.6%,/,1.78µM*

# More results follow.
SMILES,GoLoco inh red,IMPase Li cell,HTT cytoprotect,GAA spleen mod,GAA glycogen,GAA inhib,HTT aggregate
Cc1ccc(C(=O)NNC(=O)CSc2nnc(-c3ccncc3)n2C)cc1,9.4%,8.6%[38.3 µM],-19.5%,2.7%,0.1%,-2.3%,-0.9%
Cc1cc2cc3c(cc2nc1SCC(=O)Nc1nc(C)c(C)s1)OCO3,93.8%[activator],8.91µM*,-34.0%[10 µM],0.1%,-0.4%,0.8%,10.0%
CCn1cc(C(=O)NCc2ccco2)c(=O)c2cc(S(=O)(=O)N3CCCC3)ccc21,1.9%,6.2%,-5.4%,3.3%,-6.3%,-8.6%,-29.6%
CCOC(=O)C1=C(C)NC(=O)NC1c1ccc(-c2ccc(F)cc2)o1 (configuration not stated),32.5%[activator],1.5%,-3.2%,-3.0%,5.9%,-13.2%,0.4%
S=c1nc(C2CCCCC2)[nH]c2ccccc12,14.5%,-2.5%,32.7%[10 µM],-9.6%,10.1%,?,22.0%[9.22 µM]
Cc1nc2ncnn2c(N2CCC(C(=O)NC3CCCC3)CC2)c1Cc1ccccc1,8.2%,21.4%[38.3 µM],2.8%,7.6%,4.9%,4.5%,-6.8%
Cc1cc(C)c2c(n1)nn1c(NCCOCCO)cc(C)nc21,0.1%,0.4%[38.3 µM],9.6%,?,-1.8%,?,?
O=C(NC(=S)Nc1nc2ccccc2s1)c1ccco1,6.6%,-1.1%,13.1%[10 µM],-5.7%,12.2%,-6.0%,45.2%
Cn1c(SCC(=O)NCc2ccc3c(c2)OCO3)nnc1-c1cccs1,-9.9%,-4.8%[38.3 µM],2.6%,-1.7%,0.3%,0.3%,8.4%
CN(Cc1ccccc1)C(=O)CN(Cc1ccccc1)S(C)(=O)=O,1.8%,8.5%,0.5%[1.9 µM],8.9%,/,-1.2%,0.7%
CN1C(=O)c2cccc(NC(=O)Cc3ccccc3)c2C1=O,5.7%,3.7%[38.3 µM],-16.6%,3.7%,0.6%,?,-24.3%
CCOC(=O)N1CCC(NC(=O)Cn2cccc2C(=O)c2ccccc2C)CC1,9.2%,-4.4%[38.3 µM],-7.7%,-7.3%,3.4%,5.0%,1.9%
